TGFb inhibitor: TGF-b pathway inhibition; HepG2 CAGA-GFP TGF-b/SMAD3 reporter, GFP fluorescence, 18 h; TGF-beta stimulated, 500 pg/mL final; Potency, µM (highest dose often 46.1 µM), inactives show top-dose activity, negative = inhibition, actives largely listed as inhibitors; hit rate 1.2% among 410,000; AID 588855; note: % is set by controls: 0 for no effect and ±100 for the full control effect; nearly all actives have a fitted effect of over 65% in size
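Smad-responsive CAGA-GFP expression was quantified in HEPG2 cells exposed to compounds and 500 pg/mL final TGF-beta for 18 h at 37 degrees C; unstimulated wells defined full inhibition.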
ATXN2 expr inh: inhibitors of ATXN2 expression; hit rate 0.72% among 360,000; AID 1745845; Potency, µM (highest dose often 57 µM), for inactives: top-dose activity change, negative = inhibition, hits mostly inhibitors; HEK-293 ATXN2-luciferase reporter, luminescence, 24 h; note: % is set by controls: 0 for no effect and ±100 for the full control effect; nearly all actives have a fitted effect of over 55% in size
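ATXN2-luciferase reporter cells (luciferase flanked by upstream and downstream ATXN2 gene portions) were treated 24 h at 37 °C with compounds at up to 57 uM. SteadyGlo luminescence gave expression; GF-AFC fluorescence gave viability.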
ATXN viability: viability counter-screen for ATXN expression inhibitors. S2 cells (HEK-293 line with an ATXN2-luciferase reporter) viability, CellTiter-Fluor protease fluorescence, 24 h. Potency, µM (highest dose often 56.7 µM), actives largely listed as cytotoxic. hit rate 0.49% among 400,000. AID 651635; note: nearly all actives have a fitted effect of over 40% in size
Nrf2 block: Nrf2 pathway inhibition; hit rate 2.1% among 360,000; Potency, µM (doses to about 46 µM), without a hit: at the top dose activity change, negative = inhibition, usual class: inhibitors; A549 ARE-Fluc reporter, luciferase luminescence, 18-24 h; note: % is set by controls: 0 for no effect and ±100 for the full control effect; nearly all actives have a fitted effect of over 60% in size
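In this cell-based qHTS, ARE-driven firefly luciferase in A549 cells reports Nrf2 activity; the luminescent signal after BugLite lysis is the measured value, with a prior CellTiter-Fluor read for cell health.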
HepG2 viability: HepG2 cytotoxicity, counter-screen for TGF-b inhibitors; HepG2 CAGA-GFP viability, ATP luminescence, 18 h; Potency, µM (doses to about 46.1 µM), inactives show at the top dose activity change, negative = cytotoxicity, usual class: cytotoxic; hit rate 0.76% among 410,000; AID 588856; note: some results filed as inactive show a strong effect at the top dose
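CellTiter-Glo luminescence gave cytotoxicity after 18 hours at 37 degrees C. The cells were HepG2 CAGA-GFP in 1% FBS DMEM, stimulated with 500 pg/mL TGF-beta after compound addition. %Activity was normalised to no-cell wells (complete cell-killing) and DMSO (no toxicity), and curves were fitted and classified.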
EPAC2 antagonist: EPAC2 (human) antagonism; Potency, µM (top dose mostly 114 µM), without a hit: top-dose activity, negative = inhibition, hits mostly inhibitors; Q8WZA2; AID 720708; EPAC2 GEF exchange of Rap1B-BODIPY-GDP, fluorescence; hit rate 0.18% among 360,000; note: % is set by controls: 0 for no effect and ±100 for the full control effect; nearly all actives have a fitted effect of over 45% in size; many of its hits are not listed in these tables
Target sequence (Q8WZA2 whole entry, looked up): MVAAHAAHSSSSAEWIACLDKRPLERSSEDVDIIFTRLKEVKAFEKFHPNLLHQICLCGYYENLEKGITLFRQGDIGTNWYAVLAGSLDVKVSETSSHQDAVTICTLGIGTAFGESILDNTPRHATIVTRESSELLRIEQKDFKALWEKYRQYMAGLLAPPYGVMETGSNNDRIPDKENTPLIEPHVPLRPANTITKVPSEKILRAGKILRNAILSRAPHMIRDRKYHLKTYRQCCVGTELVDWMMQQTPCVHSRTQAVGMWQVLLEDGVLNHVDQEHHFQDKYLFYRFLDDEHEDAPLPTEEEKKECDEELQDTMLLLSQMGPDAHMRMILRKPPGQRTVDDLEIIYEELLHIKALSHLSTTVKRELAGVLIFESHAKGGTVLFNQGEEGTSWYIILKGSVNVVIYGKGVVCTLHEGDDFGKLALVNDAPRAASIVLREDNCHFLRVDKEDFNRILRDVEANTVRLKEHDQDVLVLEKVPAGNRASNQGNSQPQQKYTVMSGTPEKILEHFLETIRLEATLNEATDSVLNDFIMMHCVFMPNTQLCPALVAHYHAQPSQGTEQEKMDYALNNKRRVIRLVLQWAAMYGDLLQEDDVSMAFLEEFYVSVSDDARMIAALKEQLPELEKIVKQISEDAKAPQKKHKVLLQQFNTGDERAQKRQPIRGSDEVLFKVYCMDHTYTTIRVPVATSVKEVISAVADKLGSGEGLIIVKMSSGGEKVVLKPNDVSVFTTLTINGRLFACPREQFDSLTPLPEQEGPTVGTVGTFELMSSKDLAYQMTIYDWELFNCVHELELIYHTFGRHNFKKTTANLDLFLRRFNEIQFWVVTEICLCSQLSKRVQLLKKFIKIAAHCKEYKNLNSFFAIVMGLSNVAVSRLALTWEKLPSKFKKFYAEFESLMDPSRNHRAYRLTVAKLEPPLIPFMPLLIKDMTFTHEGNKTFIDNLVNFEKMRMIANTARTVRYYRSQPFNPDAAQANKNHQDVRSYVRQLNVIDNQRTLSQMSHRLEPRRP
MCF10A rereplic: DNA re-replication induction in MCF 10a cells. MCF 10A DNA re-replication, Hoechst nuclear intensity, 48 h. Potency, µM (titrated, usually from 46.1 µM), for inactives: at the top dose activity, positive = re-replication, usual class: activators. hit rate 2.9% among 350,000. AID 624296; note: % of control where 0% means no effect; nearly all actives have a fitted effect of over 50% in size
A549 tox: counter-screen for Nrf2 inhibitors: cytotoxicity in A549 cells; AID 504648; Potency, µM (highest dose often 46 µM), without a hit: top-dose activity change, negative = cytotoxicity, hits mostly inhibitors; hit rate 0.16% among 390,000; A549 ARE-Fluc cells, CellTiter-Fluor viability, 18-24 h; note: % is set by controls: 0 for no effect and ±100 for the full control effect
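A549 ARE-Fluc cells in 5% FBS OPTI-MEM, 5000 cells/well, rested 2 h then exposed to compounds in concentration-response for 18-24 h at 37 °C. Viability by CellTiter-Fluor fluorescence (Ex 405/Em 525) after 30 min; luciferase luminescence (BugLite, 15 min, RT) read afterwards.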
Nrf2 ARE act: activators of Nrf2 (ARE) signaling | AREc32 ARE-luciferase reporter (MCF7-derived line), luminescence, 24 h | Potency, µM (series often up to 46.1 µM), inactives show top-dose activation, actives largely listed as activators | hit rate 0.31% among 410,000; note: % of control where 0% means no effect; nearly all actives have a fitted effect of over 65% in size
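Quantitative high-throughput format: AREc32 reporter cells, 1000 per well, received compound by pin transfer and were incubated 24 hr at 37 deg C, 5% CO2, before Steady-Glo luminescence detection.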
* = called active by the depositor; i = inactive; ? = inconclusive; / = no result given; & = joins results of further samples; [ ] = remark or other dose. Calls come from the whole dose curve; as a rule, active = well fitted curve in the direction sought with a large enough effect; inconclusive = small, poorly fitted or top-dose-only effect, or another doubt; inactive = no such curve, though single readings can be large; an effect the other way counts as inactive or inconclusive. Potency is the fitted concentration of half-maximal effect. A portion of the library. The share of hits here may be higher or lower than overall.

Results follow in this order: TGFb inhibitor	ATXN2 expr inh	ATXN viability	Nrf2 block	HepG2 viability	EPAC2 antagonist	MCF10A rereplic	A549 tox	Nrf2 ARE act
1. CC(=O)Nc1ccc(NC(=O)c2cc(-c3ccc(C)c(C)c3O)n[nH]2)cc1
    -1%	-3%	i	9%	10%	9%	?	5%	-1.0%
2. Cc1cc(C)nc(Nc2nc3ccccc3o2)n1
    6%	4%	i	?	0%	-7%	-16%	14%	3.3%
3. CCC(C)n1c(SCC(=O)NC2CC2)nc2ccccc2c1=O (centres undefined)
    -2%	/	i	/	-1%	11%	/	/	2.5%
4. CCn1c(SCC(=O)NC2CCCC2)nnc1-c1ccncc1
    13%	3%	i	3%	8%	-3%	-6%	1%	-0.1%
5. Cc1ccc(CC(CC(=O)O)C(=O)NC2CCCCC2)cc1 (centres undefined)
    -7%	/	/	17%	-1%	18%	-5%	1%	-0.4%
6. CSc1ccc(CC2C(=O)Nc3ccccc32)cc1 (centres undefined)
    -25%	/	/	?	-1%	/	/	1%	4.2%
7. CCOC(=O)c1cc2c(nc1NC(=S)NCc1ccccc1)CCCC2
    -6%	0%	i	?	-4%	-15%	0%	6%	1.2%
8. COc1ccc(OC)c(CCNC(=O)c2csc3c2CCCCC3)c1
    -10%	127%[activator]	i	?	-10%	/	/	-10%	-0.2%
9. CCC(CC)C(=O)Nc1nnc(SCC(=O)NC2CC2)s1
    3%	-8%	i	-17%	-8%	-4%	-2%	-8%	-0.4%
10. O=C(NCc1ccco1)C1CC(=O)N(c2ccc(F)cc2)C1 (centres undefined)
    18%	12%	i	13%	2%	0%	-8%	-9%	0.7%
11. Cc1ccccc1NC(=O)CN1CCN(c2ccc(F)cc2)CC1
    -9%	/	i	/	0%	-6%	/	/	-0.2%
12. CC1Cc2ccccc2N1C(=O)CSc1nnc(-c2ccccc2Cl)o1 (centres undefined)
    -13%	-10%	i	-29%	-9%	/	/	0%	1.8µM*
13. C/C(=C\CCC1(C)C2CC3C(C2)C31C)C(=O)O (centres undefined)
    -13%	4%	i	-3%	7%	2%	-5%	0%	0.3%
14. Cc1ccc(C(=O)NC(=S)NNC(=O)CC#N)cc1
    -26%	-6%	i	4%	-28%	1%	4%	11%	0.6%
15. COc1cccc(/C=C2\SC(=S)N(N3CCOCC3)C2=O)c1OC
    ?	37%[activator]	i	2%	-39%	-5%	4%	-3%	5.1%

3 entries from above, arranged by the number in EPAC2 antagonist, rising.
| No. | SMILES | TGFb inhibitor | Nrf2 block | EPAC2 antagonist | Nrf2 ARE act |
| --- | --- | --- | --- | --- | --- |
| 7 | CCOC(=O)c1cc2c(nc1NC(=S)NCc1ccccc1)CCCC2 | -6% | ? | -15% | 1.2% |
| 11 | Cc1ccccc1NC(=O)CN1CCN(c2ccc(F)cc2)CC1 | -9% | / | -6% | -0.2% |
| 3 | CCC(C)n1c(SCC(=O)NC2CC2)nc2ccccc2c1=O (centres undefined) | -2% | / | 11% | 2.5% |

The list continues.
Results follow in this order: TGFb inhibitor	ATXN2 expr inh	ATXN viability	Nrf2 block	HepG2 viability	EPAC2 antagonist	MCF10A rereplic	A549 tox	Nrf2 ARE act
16. COc1ccc(OC)c(CN2CCC(C(=O)N3CCOCC3)CC2)c1
    -11%	4%	i	10%	27%	-2%	?	5%	-0.1%
17. CCC(C)c1ccc(NC(=S)NCc2cccs2)cc1 (centres undefined)
    ?	34%[activator]	i	0%	-45%	0%	?	2%	3.2%
18. CSc1nc(N)nc2c1ncn2CC(=O)NCCCN1CCCC1=O
    5%	4%	i	6%	8%	3%	?	0%	-0.2%
19. Cc1ccc(-c2nn3c(=O)cc(CN4CCN(C(=O)Nc5cc(Cl)ccc5C)CC4)nc3s2)cc1
    7%	8%	i	/	5%	/	/	15%	0.1%
20. COc1ccccc1Cc1c(-c2ccco2)nc2c3ccccc3ccn12
    /	57%[activator]	i	/	/	-11%	/	/	?
21. CC(C)(C)OC(=O)N1CCC(c2c(C(=O)N3CCN(c4ncccn4)CC3)cnn2-c2ccc(F)cc2)CC1
    0%	1%	i	?	0%	/	/	7%	-0.7%
22. Cc1noc(C)c1COC(=O)c1cccc(N(C)C)c1
    -6%	-1%	i	-10%	-3%	7%	8%	0%	0.3%
23. Cc1ccn2cc(CSc3ccccc3N)nc2c1
    -17%	11%	i	?	-23%	15%	9%	0%	0.8%
24. CCOCCCNCc1cc(Cl)ccc1OCC
    -1%	-4%	i	6%	-20%	4%	-4%	-10%	-0.2%
25. Cc1ccc(NS(=O)(=O)c2ccc(-c3coc(C)n3)cc2)c(Cl)c1
    -10%	/	i	/	-31%	-19%	/	/	0.2%
26. COc1ccccc1/C=N/NC(=O)c1c(-c2ccccc2)noc1C
    -2%	-10%	i	-10%	-10%	6%	-2%	-2%	-0.4%
27. CCOc1ccc(C(=O)N(Cc2cc(OC)c(OC)c(OC)c2)c2ccccn2)cc1
    ?	-6%	?	?	-29%	/	/	-8%	4.5%
28. Clc1ccccc1CN1CCN(/N=C/c2ccncc2)CC1
    -10%	-24%	i	?	-19%	-4%	?	-6%	0.2%
29. O=[N+]([O-])c1cccc(-c2cc3ccccc3[nH]2)c1
    -26%	2%	i	14%	-18%	6%	4%	-11%	?
30. COc1ccccc1-n1cc(C(=O)NCC(=O)N2CCN(c3ccccn3)CC2)c2ccccc2c1=O
    1%	/	i	5%	-8%	3%	0%	7%	2.1%
31. COc1ccc(NCc2cc3cc(OC)ccc3[nH]c2=O)cc1
    -14%	-29%	i	-28%	-53%	9%	-7%	0%	3.3%
32. O=Nc1nc2ncccn2c1-c1ccccc1
    -7%	-5%	i	1%	12%	-1%	13µM*	9%	2.2%
33. Cc1cccn2c(=O)c3cc(C(=O)NCc4ccccc4)c(=N)n(CCCN4CCOCC4)c3nc12
    9%	-34%	/	3%	10%	8%	14%	0%	2.1%
34. CN1CCCN(C(=O)CC2(CC(=O)O)CCCCC2)CC1
    7%	-8%	i	7%	10%	2%	5%	-1%	0.3%
35. COc1ccc(CN(C)S(=O)(=O)c2nnc(NC(=O)C(C)C)s2)cc1OC
    0%	/	/	?	-3%	/	/	-4%	0.6%
36. CCOC(=O)c1c(=O)n(O)c2ccc(OC)cc2[n+]1[O-]
    -1%	-1%	i	5%	-1%	0%	-5%	-15%	-0.6%
37. COC(=O)c1ccc(NC(=O)Cn2cnc3c2c(=O)n(C)c(=O)n3C)cc1
    -6%	/	/	-11%	-10%	/	/	7%	3.6%
38. CC(=O)NC12CC3CC(C)(C1)CC(NC(C)=O)(C3)C2
    -6%	1%	i	6%	1%	-2%	-4%	6%	-0.7%
39. COc1cc(/C=N\Nc2nc(-c3ccc(C)cc3)c(NC(C)=O)s2)ccc1O
    -12%	18%	i	-9%	2%	-1%	1%	-5%	4.5%
40. CCOc1ccc(-c2cc(C)n3nc(C(N)=O)cc3n2)cc1
    ?	36%	i	?	-21%	-3%	-2%	-2%	2.0%
41. O=C(CNS(=O)(=O)c1ccc(F)c(Cl)c1)N1CCCC1
    -2%	190%[activator]	?	5%	-17%	-18%	9%	1%	-1.1%
42. Cc1ccc2c(c1)c1c(n2CC(O)CNC(CO)(CO)CO)CCCC1 (centres undefined)
    2%	-6%	i	-3%	-9%	12%	0%	7%	2.4%
43. C#CCN(C[C@H]1[C@H](OC(=O)NCc2ccccc2)[C@H](OC(=O)NCc2ccccc2)C[C@@H](C(=O)OC)[C@H]1C(=O)OC)S(=O)(=O)c1ccc(C)cc1
    -3%	3%	?	/	5%	5%	/	/	-0.2%
44. Cc1nn(Cc2cccc(C(N)=O)c2)c(C)c1Br
    12%	-6%	i	?	-15%	-5%	1%	3%	-0.2%
45. CCCN(CC(=O)Nc1ccccc1C)C(=O)Cc1cccs1
    1%	-4%	i	-9%	-2%	5%	2%	1%	-0.2%
46. COc1cccc(C(C)N(C)Cc2nc(-c3ccoc3)oc2C)c1 (centres undefined)
    1%	-9%	i	3%	-8%	1%	-2%	3%	0.4%
47. O=C(NCc1cccnc1)Nc1ccc2c(c1)OCO2
    0%	18%	i	2%	-10%	4%	-5%	-1%	0.8%
48. CCN(CC)S(=O)(=O)c1ccc2c(c1)nc(CCC(=O)OCC(=O)Nc1cc(Cl)cc(Cl)c1)n2C
    12%	-1%	i	1%	4%	2%	14%	2%	-1.0%
49. N#Cc1ccc(Oc2ccc(C(F)(F)F)cc2NC(=O)c2ccc(F)cc2)cc1
    1%	-12%	i	22%	2%	-21%	4%	-14%	6.5%
50. COc1ccc(C(CCN2CCCC(C)C2)c2c(OC)cc(OC)c3c(C)cc(=O)oc23)cc1 (centres undefined)
    ?	-3%	?	14%&6%	-9%&-23%	-20%	?	?	7.2%
51. Cc1ccc(C)c(Cn2c(=O)n(CC3CCC(C(=O)N4CCOCC4)CC3)c(=O)c3sccc32)c1 (centres undefined)
    -2%	9%	i	-4%	-1%	/	/	-3%	-0.6%
52. O=C(Nc1ccc(F)cc1)c1ccc(-n2cnnc2)cc1
    4%	-8%	i	/	-46%	/	/	19%	1.1%
53. COc1cc(Cl)c(NS(=O)(=O)c2ccc3[nH]c(=O)ccc3c2)c(OC)c1
    0%	16%	i	/	-33%	/	/	4%	0.2%
54. CS(=O)(=O)N1CCc2cc(-c3csc(NC(=O)C(c4ccccc4)c4ccccc4)n3)ccc21
    -2%	2%	i	-19%	-14%	-1%	16%	-6%	0.6%
55. CCOc1cc(C)c(Cl)cc1S(=O)(=O)n1cnc2ccccc21
    -6%	1%	i	7%	4%	-1%	328%[0.0737 µM]	-8%	-0.4%
56. O=C(/C=C/c1ccc(Cl)cc1Cl)c1ccc[nH]1
    ?	/	i	-19%	-91%	?	117%	-9%	?
57. COc1ccc(CCC(=O)OCC(=O)Nc2ccc3[nH]c(=O)[nH]c3c2)cc1
    -17%	0%	i	-1%	-3%	2%	2%	1%	-0.7%
58. COc1ccc(CCNC(=O)c2ccc3c(c2)N(Cc2cc(C)ccc2C)C(=O)c2ccccc2S3=O)cc1OC (centres undefined)
    -12%	1%	i	10%	-28%	/	/	-5%	0.6%
59. CC(C(=O)Nc1cccc([N+](=O)[O-])c1)[n+]1ccccc1 (centres undefined)
    2%	/	i	7%	8%	-2%[57.1 µM]	4%	16%	-0.7%
